Screening results as filed in PubChem.
GAA inh = alpha-glucosidase (human) inhibition; 0.005% of 200,000 active; P10253; Potency, µM (series often up to 76.9 µM), without a hit: at the highest dose activity change, negative = inhibition, usual class: inhibitors; AID 1466; purified human GAA, 4-MU-alpha-glucoside fluorescence;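 also: plate controls were uninhibited enzyme wells for no effect and no-enzyme background for full effect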
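Compounds are titrated up to 77 uM against 4 nM human enzyme. Substrate 4-methylumbelliferyl-alpha-D-pyranoside (400 uM) reacts 20 min at room temperature in pH 5.0 buffer; liberated 4-methylumbelliferone is read at 440 nm.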
TRb SRC2 PPI = disrupts binding of human TR beta to SRC2; TRbeta-SRC2 peptide binding, fluorescence polarization; receptor liganded with 1 µM T3; Potency, µM (doses to about 106 µM), inactives show top-dose activity change, negative = inhibition, hits mostly inhibitors; 0.065% of 280,000 active; AID 1469;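 also: plate controls were bound peptide for no effect and peptide without receptor for full effect; nearly all actives have a fitted effect of over 50% in size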
Target sequence (P10828 whole entry, looked up): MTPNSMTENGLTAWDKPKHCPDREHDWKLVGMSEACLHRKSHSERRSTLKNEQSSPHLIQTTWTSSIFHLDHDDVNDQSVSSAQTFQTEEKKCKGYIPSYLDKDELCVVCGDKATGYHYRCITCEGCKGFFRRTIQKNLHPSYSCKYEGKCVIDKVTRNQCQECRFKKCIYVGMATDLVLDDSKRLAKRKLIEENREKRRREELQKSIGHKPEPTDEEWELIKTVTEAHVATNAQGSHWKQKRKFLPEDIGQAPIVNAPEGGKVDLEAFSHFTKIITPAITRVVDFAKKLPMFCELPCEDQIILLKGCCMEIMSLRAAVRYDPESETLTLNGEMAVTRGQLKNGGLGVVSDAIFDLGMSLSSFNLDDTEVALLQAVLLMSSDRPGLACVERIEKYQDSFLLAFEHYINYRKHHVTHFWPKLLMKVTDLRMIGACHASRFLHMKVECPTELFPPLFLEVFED
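Assay buffer: 20 mM Tris-HCl, 100 mM NaCl, 10% glycerol, 1 mM EDTA, 0.01% NP-40, 1 mM DTT, 1 uM T3, 5% DMSO; TRb LBD 0.6 uM, Texas Red SRC2 20 nM; FP after 5 hr.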
RECQ1 inh = RECQ1 (human) helicase inhibition. RECQ1 DNA unwinding, red fluorescence kinetic read. Potency, µM (titrated, usually from 57.3 µM), for the others: top-dose activity, negative = inhibition, most hits filed as inhibitors. 0.54% of 240,000 active. AID 2549;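 also: plate controls were vehicle for no effect and no enzyme for full effect; nearly all actives have a fitted effect of over 30% in size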
Target sequence (P46063 whole entry, looked up): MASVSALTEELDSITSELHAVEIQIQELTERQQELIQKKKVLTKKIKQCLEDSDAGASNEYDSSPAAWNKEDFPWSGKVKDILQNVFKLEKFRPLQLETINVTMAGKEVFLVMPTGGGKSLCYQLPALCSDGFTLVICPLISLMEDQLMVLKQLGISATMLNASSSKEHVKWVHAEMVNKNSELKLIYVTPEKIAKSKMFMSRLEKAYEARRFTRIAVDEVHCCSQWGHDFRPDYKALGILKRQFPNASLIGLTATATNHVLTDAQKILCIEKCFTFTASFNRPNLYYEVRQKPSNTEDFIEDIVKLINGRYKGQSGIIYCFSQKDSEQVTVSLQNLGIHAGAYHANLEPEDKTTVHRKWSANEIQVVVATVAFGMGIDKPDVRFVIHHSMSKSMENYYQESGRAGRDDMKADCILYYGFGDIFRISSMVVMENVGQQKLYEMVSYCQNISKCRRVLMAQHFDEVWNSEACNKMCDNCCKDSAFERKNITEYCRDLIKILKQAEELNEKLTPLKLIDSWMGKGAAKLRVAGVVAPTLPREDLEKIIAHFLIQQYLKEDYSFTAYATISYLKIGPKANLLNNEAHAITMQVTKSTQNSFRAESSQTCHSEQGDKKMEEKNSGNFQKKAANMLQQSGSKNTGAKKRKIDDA
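RECQ1T1 50 nM; forked duplex (20 bp + 30-nt ss tails) 200 nM, ATP 2 mM final; pH 8.0, 2 mM MgCl2, 2.5 ug/ml poly(dI-dC); 15 min compound preincubation; discontinuous kinetic read over 2 h at RT.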
RGS12 GoLoco inh = blocks human Gai1 binding to RGS12 GoLoco peptide, red readout; P63096; 0.44% of 230,000 active; Potency, µM (highest dose often 61.6 µM), without a hit: top-dose activity, negative = inhibition, usual class: inhibitors; Gai1:RGS12 GoLoco peptide FP, rhodamine, 10 min; active = well fitted inhibition curve with a large enough effect, not every such curve was filed as active; inactive = no such curve, though single readings can be large or run the other way; also: nearly all actives have a fitted effect of over 30% in size; many of its hits are not listed in these tables
L3MBTL1 block = blocks human L3MBTL1; Q9Y468; AlphaScreen L3MBTL1–H3K9me1 peptide binding; Potency, µM (top dose mostly 57.1 µM), for inactives: at the highest dose activity, negative = inhibition, actives largely listed as inhibitors; 0.66% of 230,000 active; also: nearly all actives have a fitted effect of over 60% in size
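AlphaScreen assay: L3MBTL1 (50 nM final) was preincubated 30 min at room temperature with biotinylated H3(1-15)K9me1 peptide (75 nM final), then 30 min with library compounds; streptavidin donor and nickel chelate acceptor beads (10 ug/mL final) added, 30 min dark.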
aGlu spleen mod = inhibits or activates alpha-glucosidase in human spleen homogenate; P10253; human spleen homogenate, 4-MU-alpha-glucoside fluorescence; Potency, µM (titrated, usually from 79.9 µM), for the others: at the highest dose activity change, negative = inhibition, hits mostly inhibitors; 0.006% of 240,000 active; AID 2112;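 also: 0% = enzyme with vehicle and -100% = no enzyme basal signal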
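Human spleen homogenate (1 ug) incubated with compounds and 1 mM 4-methylumbelliferyl-alpha-D-glucopyranoside in pH 5.0 citrate/phosphate buffer, 37 C, 40 min. Stopped at pH 10; 4-MU fluorescence (Ex 365/Em 440 nm); AC50 by Hill fit.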
GAA glycogen mod = alters human alpha-glucosidase cleavage of glycogen. P10253. recombinant GAA, glycogen substrate, Amplex Red glucose oxidase fluorescence. Potency, µM (doses to about 76.4 µM), for the others: at the highest dose activity change, negative = inhibition, actives largely listed as inhibitors. 0.38% of 300,000 active. AID 2100;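 also: 0% = full enzyme reaction and -100% = no-enzyme basal signal; the screen sought inhibitors and activators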
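Recombinant enzyme (4 nM final) with compounds titrated up to 77 uM and bovine liver glycogen (30 ug) in citrate pH 5.0, 0.01% Tween-20, 37 C 40 min. Released glucose detected by Amplex Red/glucose oxidase (Ex 573/Em 610); AC50 from Hill fits.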
TexasRed fluor = alters Texas Red total fluorescence, flagging assay interference. 0.29% of 280,000 active. AID 1479. Potency, µM (series often up to 106 µM), inactives show at the top dose fluorescence change, negative = quenching. TRb/SRC2 Texas Red total fluorescence interference; active = well fitted curve in either direction with a large enough effect; inconclusive = small, poorly fitted or top-dose-only effect
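Human TRb ligand-binding domain at 0.6 uM with 20 nM Texas Red SRC2 peptide in Tris buffer containing 1 uM T3 and 5% DMSO, incubated with compound 5 h at ambient temperature. Total fluorescence (555/632 nm) calculated as parallel + 2 × perpendicular.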
An asterisk follows results filed as active; i = inactive; ? = inconclusive; . = not tested or not shown; & = joins results of further samples; [ ] = another dose, or the depositor's remark. Unless noted, calls follow the shape of the dose curve; as a rule, active = well fitted curve in the direction sought with a large enough effect; inconclusive = small, poorly fitted or top-dose-only effect, or another doubt; inactive = no such curve, though single readings can be large; an effect the other way counts as inactive or inconclusive. Unless noted, % is scaled to controls: 0 for no effect and ±100 for the full control effect; potency is read from the fitted curve at half-maximal effect.

SMILES	GAA inh	TRb SRC2 PPI	RECQ1 inh	RGS12 GoLoco inh	L3MBTL1 block	aGlu spleen mod	GAA glycogen mod	TexasRed fluor
Nc1c(C(=O)NCc2ccccc2)nnn1Cc1ccccc1	-1%	-13%	-12%	1%	.	8%	-18%	-1%
O=c1c2cc(N3CCOCC3)ccc2[nH]c(=S)n1CCCN1CCN(c2ccccc2F)CC1	-3%	-2%	-4%	-1%	.	-5%	-5%	0%
Cc1nc2c(Cl)cccc2[nH]1	0%	1%	-7%	1%	.	-9%	-2%	-4%
COc1ccc(C(=O)NC2CC3CCCC(C2)N3CC(C)C)cc1OC (stereo unspecified)	-1%	-8%	i	7%	11%	-1%	3%	0%
O=C(Cn1cnc2c(cnn2-c2ccccc2)c1=O)Nc1ccc(S(=O)(=O)N2CCOCC2)cc1	-18%	11%	-1%	7%	9%	-15%	7%	-3%
Cc1csc(-c2cnn(-c3ccccc3)c2NC(=O)c2ccccc2)n1	-6%	-13%	-9%	8%	3%	-18%	7%	-1%
CC(Sc1nnc(NC2CCCCC2)s1)C(=O)Nc1ccc2c(c1)C(=O)c1ccccc1C2=O (stereo unspecified)	-8%	8%	0%	15%	-18%	-5%	8%	-1%
CCOC(=O)c1c(N)sc(C(=O)N2CCOCC2)c1C	-2%	-1%	-4%	0%	?	0%	1%	-5%
Nc1cc(S(=O)(=O)N2CCCCC2)ccc1Oc1ccc(Cl)cc1	-4%	-5%	-8%	9%	-5%	0%	-3%	-2%
CC(=O)c1c(C)[nH]c(C(=O)Nc2nc(-c3ccccc3)c(C)s2)c1C	-2%	5%	-12%	.	-6%	3%	-3%	-7%
CCN(CC)c1ccc(NC(=O)CN2CCN(CC(=O)Nc3ccc(F)cc3)CC2)cc1	-14%	5%	i	-6%	.	-1%	-18%	0%
Cc1ccc(NC(=S)N2CCN(C(=O)c3ccccc3)CC2)c(C)c1	6%	-6%	i	10%	1%	9%	10%	0%
O=C(CSCc1ccccc1)N=Nc1c(O)[nH]c2ccccc12	-3%	-5%	-11%	-2%	-11%	-3%	-2%	1%
O=C(NCc1ccccc1)c1ccc2c(=O)n(CC3CCCO3)c(=S)[nH]c2c1 (stereo unspecified)	-2%	4%	-2%	10%	-2%	-8%	4%	-4%
CCOC(=O)C(NC(=O)CC)(Nc1ccc(S(=O)(=O)Nc2ncccn2)cc1)C(F)(F)F (stereo unspecified)	-4%	0%	i	-8%	2%	2%	3%	1%
CC(C)c1ccc(OCC(=O)NC(Cc2c[nH]c3ccccc23)C(=O)O)cc1 (stereo unspecified)	-5%	1%&-5%	-12%	45%[activator]	.	7%	7%	-1%&-3%
O=[N+]([O-])c1cccc(S(=O)(=O)Nc2ccc(Cc3ccncc3)cc2)c1	.	1%	i	6%	2%	1%	-5%	-1%
COc1ccc(C(=O)NC(=S)Nc2ccccc2N2CCCCC2)cc1[N+](=O)[O-]	-15%	0%	-6%	-6%	-17%	-12%	-2%	-1%
COC(=O)C(CCSC)NC(=O)/C=C/c1ccc(OC)cc1 (stereo unspecified)	-5%	-5%	i	3%	3%	-4%	4%	1%
CC(=O)c1ccc(NC(=O)c2noc3c2CCCCC3)cc1	-4%	-6%	-1%	7%	4%	5%	-4%	4%
Cc1ccc(NC(=O)c2ccc(Cl)nc2)cc1	1%	1%	-2%	6%	4%	5%	-7%	-6%
CC(C)(C)[C@H]1C=C(C(=O)NCc2nc3ccccc3[nH]2)O[C@@H](OCCCCO)C1	.	-9%	0%	-4%	-5%	-1%	-17%	1%
ON1C2CCCCC2N(O)C1c1ccccc1C(F)(F)F (stereo unspecified)	9%	3%	-16%	1%	-1%	2%	?	-1%
CC(C)CO/C(=N/S(=O)(=O)c1ccccc1)c1ccccc1	-1%	-2%	-8%	0%	.	-3%	3%	1%
CCc1ccc(-c2cc(C(=O)N/N=C/c3ccccn3)[nH]n2)cc1	1%	7%	-10%	16%	.	0%	5%	-2%
O=C(CSc1ncc(-c2ccc(F)cc2)n1Cc1ccco1)Nc1ccc2c(c1)OCO2	2%	-3%	-12%	15%	.	4%	-12%	-2%
COc1cc(C2C(C(=O)/C=C/c3ccccc3)=C(O)C(=O)N2c2ccccn2)ccc1O (stereo unspecified)	1%	-7%	i	17%	-1%	-18%	?	1%
CC(=O)Oc1cccc(N2C(=O)C3CC=CCC3C2=O)c1 (stereo unspecified)	-11%	-4%	i	-3%	.	4%	3%	1%
CCCc1cc2c(c(=O)o1)C(O)C1OC1C2=O (stereo unspecified)	.	8%[11.2 µM]	-14%[11.5 µM]	.	.	-11%[17.4 µM]	.	-7%[11.2 µM]
O=C(O)C1CCN(c2ccc(Cl)nn2)CC1	-5%	-3%	-3%	8%	-10%	8%	-9%	-3%
Cc1ccc(-n2c(C)cc(/C=N\NC(=O)CC(=O)NC(C)C)c2C)cc1	4%	-7%	?	20%	-3%	-1%	15%	-2%
CCOc1cccc(CN2CCCC(C(=O)c3cccc(C(F)(F)F)c3)C2)c1O (stereo unspecified)	4%	-11%	-8%	13%	-18%	0%	-29%	-1%
CCN1CCN(C(c2cccnc2)c2cc(Cl)c3cccnc3c2O)CC1 (stereo unspecified)	-9%	0%	-10%	0%	?	-6%	-6%	-1%
CCn1c(SCC(=O)Nc2ccccc2C(=O)OC)nnc1-c1ccc(N)cc1	11%	0%	-1%	6%	-5%	-4%	-1%	-4%
Cc1ccc(CSc2nc3c(c(N(C)C)n2)CCCC3)cc1	?	2%	-16%	8%	50%[activator]	-1%	1%	2%
CC(C)(C)C(=O)N1CCN(c2ccc(Cl)cc2[N+](=O)[O-])CC1	2%	1%[53 µM]	-1%	0%	-18%	-4%	0%	-2%[53 µM]
CCn1c(C)c(C(C)=O)c(N2CCC(C(N)=O)CC2)nc1=S	-1%	-2%	-3%	-4%	.	-14%	6%	-1%
Cc1occc1C(=O)N/N=C/C=C/c1ccccc1	-4%	0%	2%	3%	1%	.	-2%	-1%
O=C(CSc1nnc(Cc2cccs2)n1Cc1ccco1)Nc1ccc(Br)cc1	-8%	-15%	i	6%	-8%	-13%	-14%	-7%
C=C(C)Cn1c(C)cc(C)c(S(=O)(=O)c2cccc(C)c2)c1=O	-2%	-2%	17%	2%	72%[activator]	2%	6%	4%

A run of entries of the results above, as a working copy:
SMILES	GAA inh	TRb SRC2 PPI	RECQ1 inh	RGS12 GoLoco inh	L3MBTL1 block	aGlu spleen mod	GAA glycogen mod	TexasRed fluor
Cc1ccc(NC(=O)c2ccc(Cl)nc2)cc1	1%	1%	-2%	6%	4%	5%	-7%	-6%
CC(C)(C)[C@H]1C=C(C(=O)NCc2nc3ccccc3[nH]2)O[C@@H](OCCCCO)C1	.	-9%	0%	-4%	-5%	-1%	-17%	1%
ON1C2CCCCC2N(O)C1c1ccccc1C(F)(F)F (stereo unspecified)	9%	3%	-16%	1%	-1%	2%	?	-1%

Additional compounds
SMILES	GAA inh	TRb SRC2 PPI	RECQ1 inh	RGS12 GoLoco inh	L3MBTL1 block	aGlu spleen mod	GAA glycogen mod	TexasRed fluor
Cc1ccc2sc(NNC(=O)c3cc(-c4cccs4)nc4ccccc34)nc2c1C	6%	5%	?	10%	-9%	2%	-3%	-2%
CCCN1c2cccc3cccc(c23)S1(=O)=O	4%	0%	-10%	0%	.	-6%	8%	-5%
O=C(/C=C/c1ccc([N+](=O)[O-])cc1)NCc1ccccn1	-6%	7%	-4%	7%	10%	-4%	3%	-1%
Cc1cccc(-n2[nH]c(C)c(C=Nc3ccc4[nH]c(=O)[nH]c4c3)c2=O)c1	-2%	-2%	-8%	10%	7%	-3%	1%	10%
Cc1ccc(S(=O)(=O)NC(=O)c2cccn2C)cc1	-2%	-11%	i	-13%	22%	-2%	12%	1%
COc1cc(CCC(=O)Nc2ccc(Cl)c(C(F)(F)F)c2)cc(OC)c1OC	-12%	0%	-2%	11%	7%	-5%	-19%	-2%
Cc1ccc(-c2cc(C(F)(F)F)n3nc(C(=O)Nc4ccon4)cc3n2)cc1C	.	-7%	i	105%[activator]	.	-1%	7%	0%
O=C(Nc1ccc(Cl)cc1)OCc1cc(-c2ccccc2)on1	-7%	4%	0%	-3%	9%	-3%	-2%	0%
O=C1c2ccc(Oc3ccc([N+](=O)[O-])cc3)cc2C(=O)N1c1ccncc1	-2%	-6%	-15%	-1%	.	-7%	7%	-1%
CCOc1ccc2nc(SCc3ccc(OC)cc3)sc2c1	1%	-1%	-13%	7%	140%[activator]	2%	14%	0%
Cc1ccc(-c2nc3cc(NS(=O)(=O)c4ccc(C)cc4)ccc3o2)cc1	-10%	4%	-12%	-1%	.	1%	-16%	0%
CC(=O)Nc1ccc(NS(=O)(=O)c2ccccc2)cc1	1%	2%	-6%	-2%	.	-3%	9%	-1%
CCOC(=O)NC(=O)CSc1nnc(C)s1	-5%	-3%	-2%	-2%	.	-21%	-6%	-7%
COCC(=O)NC1CCN(S(=O)(=O)c2cccc(C(C)=O)c2)CC1	?	3%	i	-5%	2%	4%	-10%	0%
Nc1c(-c2ccc(Cl)cc2)cnn1C1CCS(=O)(=O)C1 (stereo unspecified)	-10%	5%	-10%	10%	.	2%	-10%	-4%
Cc1ccc(OCC(=O)N/N=C/C=C/c2ccco2)cc1	-5%	-1%	8.9µM*	22%	?	-4%	-10%	-2%
NC(=O)C1Cc2ccccc2CN1S(=O)(=O)c1cccs1 (stereo unspecified)	-6%	-5%	i	4%	4%	-7%	-4%	3%
COc1ccc(S(=O)(=O)NCC(=O)Nc2cccc(C)c2C)cc1OC	7%	6%	i	2%	6%	8%	25%	2%
N#Cc1c(N)oc(-c2ccccc2)c1-c1ccccc1	7%	-7%	-5%	9%	0%	3%	-1%	0%
Nc1nnc(CCS(=O)(=O)c2ccc(Br)cc2)s1	-6%	10%	-6%	12%	0%	8%	5%	-3%
Cc1c(NC(=O)c2c(O)c3ccccc3n(C)c2=O)c(=O)n(-c2ccccc2)n1C	-8%	-8%	-5%	2%	-2%	-11%	7%	0%

Only part of the results is shown; the hit share may differ from the screen's.
